# EPAC2 agonist: agonists of human EPAC2 (RAPGEF4) | 0.079% of 360,000 active | Potency, µM (highest dose often 154 µM), for the others: top-dose activation, hits mostly activators | Q8WZA2 | EPAC2 activation, biochemical qHTS; response scale: 100% = 6.5 mM cAMP response | AID 720711; further: potency means the concentration at half of the fitted maximal effect; nearly all actives have a fitted effect of over 50% in size
# Target sequence (Q8WZA2 whole entry, looked up): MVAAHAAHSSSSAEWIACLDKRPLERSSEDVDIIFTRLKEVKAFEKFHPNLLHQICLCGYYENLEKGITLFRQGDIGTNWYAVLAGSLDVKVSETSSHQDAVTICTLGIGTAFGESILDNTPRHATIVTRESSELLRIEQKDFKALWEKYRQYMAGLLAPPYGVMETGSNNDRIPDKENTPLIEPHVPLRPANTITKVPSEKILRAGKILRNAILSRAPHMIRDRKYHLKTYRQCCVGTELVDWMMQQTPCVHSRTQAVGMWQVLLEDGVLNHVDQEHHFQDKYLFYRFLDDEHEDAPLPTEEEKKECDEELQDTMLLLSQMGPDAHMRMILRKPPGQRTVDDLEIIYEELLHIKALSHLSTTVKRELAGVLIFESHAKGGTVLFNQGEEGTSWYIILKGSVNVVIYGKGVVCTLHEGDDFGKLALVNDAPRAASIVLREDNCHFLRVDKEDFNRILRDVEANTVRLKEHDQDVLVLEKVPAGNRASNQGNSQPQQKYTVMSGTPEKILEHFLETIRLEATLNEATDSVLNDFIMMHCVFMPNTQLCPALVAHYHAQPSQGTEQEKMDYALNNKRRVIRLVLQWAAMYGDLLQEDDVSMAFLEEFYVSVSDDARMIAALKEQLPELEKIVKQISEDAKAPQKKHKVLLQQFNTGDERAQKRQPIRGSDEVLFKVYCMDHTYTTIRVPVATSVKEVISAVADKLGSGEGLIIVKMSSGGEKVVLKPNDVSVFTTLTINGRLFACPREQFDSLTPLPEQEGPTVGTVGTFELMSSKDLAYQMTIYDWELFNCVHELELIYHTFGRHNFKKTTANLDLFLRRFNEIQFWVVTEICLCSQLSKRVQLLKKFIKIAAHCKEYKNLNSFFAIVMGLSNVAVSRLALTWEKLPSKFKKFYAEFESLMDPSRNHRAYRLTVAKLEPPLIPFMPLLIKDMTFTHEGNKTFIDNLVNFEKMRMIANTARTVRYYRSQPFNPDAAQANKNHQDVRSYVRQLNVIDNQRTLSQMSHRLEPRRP
#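 In this primary screen, activation is scored as increased exchange of BODIPY-GDP from Rap1B by 100 nM EPAC2, with 50 uM GDP as competitor. Signal is normalized to the 6.5 mM cAMP agonist control.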
# Akt phos inh: Akt phosphorylation inhibition | AID 651550 | Neuro2A IGF-stimulated pAkt S473 HTRF, 20 min; active compounds read low | 0.32% of 360,000 active | activity change, % for hits at 50 µM; in the data active means activity change below about -80%; inconclusive means mostly about -51% to -80%; further: on the % scale 0 is the no-effect control and ±100 the full control effect
#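 Neuro2A cells (4,500/well, DMEM with 0.5% FBS) were treated with compound at a single 50 µM final concentration, stimulated with 6 nM IGF for 20 min at 37 °C, and lysed. Phospho-Akt Ser473 was read by HTRF as 665/615 ratio ×10^4.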
# EPAC2 antag: EPAC2 (human) antagonism. EPAC2 GEF exchange of Rap1B-BODIPY-GDP, fluorescence. Potency, µM (titrated, usually from 114 µM), for inactives: at the highest dose activity, negative = inhibition, actives largely listed as inhibitors. 0.18% of 360,000 active; further: potency means the concentration at half of the fitted maximal effect; on the % scale 0 is the no-effect control and ±100 the full control effect; nearly all actives have a fitted effect of over 45% in size; many of its hits are not listed in these tables
# CCT chaperon mod: cytosolic chaperonin activity modulation. purified chaperonin ATPase assay, HTRF ADP detection, 30 min. 0.3% of 360,000 active. activity change, % (no concentration beside the values), hits read low; in the data active means activity change below about -30%; further: on the % scale 0 is the no-effect control and ±100 the full control effect
#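 Nucleotide hydrolysis assay: TRiC at 20–40 nM final (set by batch activity) with 10 uM ATP, 30 min at 37 °C, in presence of 76 uM compound. Detection by competitive ADP HTRF, 30 min ambient.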
# Nrf2 ARE act: activates Nrf2 signaling | AREc32 ARE-luciferase reporter (MCF7-derived line), luminescence, 24 h | Potency, µM (highest dose often 46.1 µM), without a hit: at the highest dose activation, most hits filed as activators | 0.31% of 410,000 active; further: potency means the concentration at half of the fitted maximal effect; % of control where 0% means no effect; nearly all actives have a fitted effect of over 65% in size
#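 Luciferase luminescence (Steady-Glo, 30 min at room temperature) served as the read-out of ARE activation in AREc32 cells treated with compounds for 24 hr at 37 deg C.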
# A549 tox: A549 cytotoxicity, counter-screen for Nrf2 inhibitors | A549 ARE-Fluc cells, CellTiter-Fluor viability, 18-24 h | Potency, µM (doses to about 46 µM), for the others: top-dose activity change, negative = cytotoxicity, actives largely listed as inhibitors | 0.16% of 390,000 active | AID 504648; further: potency means the concentration at half of the fitted maximal effect; on the % scale 0 is the no-effect control and ±100 the full control effect
#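 A549 ARE_Fluc cells in 5% FBS OPTI-MEM were exposed to compounds in concentration-response for 18-24 h at 37 deg C. Viability was read by CellTiter-Fluor fluorescence (Ex 405/Em 525) after 30 min, before the luciferase read.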
# Mm-Cpn inhibitor: blocks the Methanococcus maripaludis chaperonin Mm-Cpn; purified Mm-Cpn ATPase, ADP Transcreener TR-FRET; Potency, µM (top dose mostly 76.9 µM), for the others: at the highest dose activity, negative = inhibition, most hits filed as inhibitors; 0.031% of 330,000 active; AID 504842; further: potency means the concentration at half of the fitted maximal effect; on the % scale 0 is the no-effect control and ±100 the full control effect; nearly all actives have a fitted effect of over 80% in size
#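 ATPase read-out: TR-FRET ADP immunoassay (anti-ADP Eu cryptate vs ADP-d2), ex 320 nm, em 590/665 nm; signal drops as ADP forms. Enzyme 25 nM, ATP 10 uM, 30 min at 37°C after 10 min compound preincubation.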
# Nrf2 block: inhibitors of Nrf2 signaling. A549 ARE-Fluc reporter, luciferase luminescence, 18-24 h. Potency, µM (top dose mostly 46 µM), for inactives: top-dose activity change, negative = inhibition, most hits filed as inhibitors. 2.1% of 360,000 active; further: potency means the concentration at half of the fitted maximal effect; on the % scale 0 is the no-effect control and ±100 the full control effect; nearly all actives have a fitted effect of over 60% in size
#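 A549 ARE_Fluc cells (5000/well, 5% FBS OPTI-MEM) pre-incubated 2 h, then treated with compounds 18-24 h at 37C/5% CO2 in concentration-response. CellTiter-Fluor viability read first; BugLite luciferase luminescence after 15 min at room temperature gives Nrf2 activity.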
# TGFb inhibitor: TGF-b pathway inhibition; Potency, µM (doses to about 46.1 µM), for inactives: at the highest dose activity, negative = inhibition, usual class: inhibitors; HepG2 CAGA-GFP TGF-b/SMAD3 reporter, GFP fluorescence, 18 h; TGF-beta stimulated, 500 pg/mL final; 1.2% of 410,000 active; further: potency means the concentration at half of the fitted maximal effect; on the % scale 0 is the no-effect control and ±100 the full control effect; nearly all actives have a fitted effect of over 65% in size
#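 HEPG2 CAGA-GFP cells (1000/well, DMEM with 1% FBS) were pre-incubated 2 h at 37 degrees C, given compound by pin tool, then stimulated with TGF-beta at 500 pg/mL final for 18 h before per-cell GFP fluorescence imaging.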
# The depositor's hits bear a star; i = inactive; ? = inconclusive; nt = not tested or not shown; & = joins results of further samples; [ ] = dose if it differs, or a comment. Unless noted, the call rests on the fitted dose curve; in most records, active means well fitted curve in the direction sought with a large enough effect; inconclusive means small, poorly fitted or top-dose-only effect, or another doubt; inactive means no such curve, though single readings can be large; an effect the other way counts as inactive or inconclusive.
No. | SMILES | EPAC2 agonist | Akt phos inh | EPAC2 antag | CCT chaperon mod | Nrf2 ARE act | A549 tox | Mm-Cpn inhibitor | Nrf2 block | TGFb inhibitor
1 | CCOC(=O)Cn1c(=O)oc2cc(S(=O)(=O)NC(C)c3ccccc3)ccc21 (stereo not given) | 4% | i | 2% | -3.0 | 0.5%&2.6% | -5%&-2% | 0% | ? | -37%&-13%
2 | CCCS(=O)(=O)NC(=O)C1(C)CCCN(C(=O)c2c(F)ccc(C)c2F)C1 (stereo not given) | 4% | i | 4% | 1.9 | -0.3% | nt | nt | nt | 14%
3 | COCCCNC(=S)NNC(=O)c1cccnc1 | -5% | i | 2% | 0.0 | 3.3% | -2% | 0% | 6% | -4%
4 | Cc1cccc(-c2oc3ccccc3c2C#CCCCCO)c1 | 8% | i | -26% | -2.7 | 3.1% | 11% | -3% | -4% | -15%
5 | N#Cc1cccc(Oc2ccc(-c3cnc4ccccc4n3)cc2)c1C#N | -2% | i | -29% | -0.2 | -0.1% | -2% | -6% | ? | 1%
6 | CCOC(=O)C1(Cc2cccc(OC)c2)CCN(C/C=C/c2ccccc2)CC1 | -1% | i | -12% | 0.8 | 2.8% | -6% | -1% | -18% | ?
7 | Cc1ccc(NC(=O)C(c2ccccc2)N2CCN(CC(=O)NC3CC3)CC2)cc1Cl (stereo not given) | 8% | i | -21% | -1.8 | 1.0% | -7% | 0% | 20% | -29%
8 | COc1ccc2oc(C(=O)N3CCN(S(=O)(=O)c4c(C)c(C)cc(C)c4C)CC3)c(C)c2c1 | -3% | i | 3% | -3.8 | 0.4% | -3% | nt | -20% | -16%
9 | Cc1ccc(S(=O)(=O)NCCc2nnc3ccc(SCC(=O)Nc4c(C)cc(C)cc4C)nn23)cc1 | nt | nt | nt | nt | 0.7% | 1% | nt | 6% | -23%
10 | Cc1ccccc1OC1CCN(C(=O)c2cc(COc3ccccc3)on2)CC1 | -5% | i | -7% | -2.2 | 0.0% | 4% | -1% | 3% | -8%
11 | Cc1ccc(C)c(C(C)NC(=O)c2ccncc2)c1 (stereo not given) | 6% | i | -7% | -2.3 | 1.9% | 6% | 2% | -9% | -17%
12 | Cc1nnc(SCCn2c(N3CCCCC3)nc3c2c(=O)[nH]c(=O)n3C)s1 | -4% | i | 10% | -3.2 | -0.7% | -2% | -18% | -2% | 0%
13 | COCCCNC(=O)CSc1nc2sc(C(=O)OC)c(C)c2c(=O)n1N | 2% | i | 10% | -1.4 | 0.4% | 0% | -3% | -9% | 17%
14 | CCC(CC)C(=O)c1c[nH]c(C(=O)O)c1 | 19% | i | 14% | -1.6 | 0.1% | 10% | 1% | 0% | 17%
15 | CCC(C)OC(=O)C(C)Oc1ccc(-c2ccccc2)cc1 (stereo not given) | -1% | i | -29% | 0.3 | 3.7% | ? | 0% | 2% | 4%
16 | COc1ccc2nc(NC(=O)c3ccc(-n4nc(C)cc4C)cc3)sc2c1 | 3% | i | -3% | 2.4 | -0.1% | -16% | -2% | -8% | -21%
17 | COc1cccc(-c2cc(CNC(=O)[C@H]3O[C@@H](n4ccc(=O)[nH]c4=O)[C@H](O)[C@@H]3O)no2)c1 | 5% | i | 4% | -1.1 | -0.2% | nt | nt | nt | -8%
18 | COc1ccc(OC)c(NC(=O)Cn2cc(S(=O)(=O)c3ccccc3)c(=O)c3cc(C)ccc32)c1 | nt | nt | nt | nt | 0.1% | 1% | nt | ? | -17%
19 | CC1(C)CC(=O)C2=C(C1)Nc1ccccc1NC2c1cc(Cl)ccc1O (stereo not given) | 12% | i | 12% | -2.0 | 4.4% | 1% | 0% | -5% | -13%
20 | COc1ccc(S(=O)(=O)N2CCOCC2)cc1NS(=O)(=O)c1ccc(F)c(F)c1 | 5% | i | -7% | -3.7 | 0.4% | 11% | -2% | 5% | -2%
21 | COc1ccc(CCC(C)Nc2cccc(C)c2)cc1 (stereo not given) | 7% | i | -1% | -2.7 | -1.4% | ? | -4% | nt | 4%
22 | CCN(CC)C(=O)C1=C(C)N(Cc2ccc(C(C)(C)C)cc2)C(=O)C(CC(=O)NCc2cccs2)C1 (stereo not given) | 8% | i | -6% | 2.6 | 0.6% | nt | nt | nt | -11%
23 | CC(C)COc1cccc(C(=O)NC(=S)NCc2cccnc2)c1 | 1% | i | -13% | -0.2 | 2.1% | 0% | 1% | -29% | 14%
24 | COC(=O)c1c(-c2ccc(Br)cc2)noc1N | -5% | i | -6% | -0.5 | ? | 1% | 0% | -3% | -12%
25 | CCC(C)C(=O)Nc1ccc(OC)cc1OC (stereo not given) | 5% | i | -1% | -2.8 | -0.3% | 11%[1.84 µM] | 2% | -17% | -6%
26 | Cc1cc(NC(=O)CN2C(=O)[C@@H]3[C@H](C2=O)[C@@H]2C[C@H]3C(Br)C2Br)no1 (stereo not given in full) | 5% | i | 2% | -1.4 | 0.0% | 2% | 1% | ? | -3%
27 | Cc1ccc(NC(=O)CSc2nnc(NC(=O)c3ccco3)s2)cc1 | 1% | i | 2% | 1.3 | -0.4% | -2% | 1% | 2% | 8%
28 | COC(=O)C1=C(C)OC(N)=C(C#N)C1c1c(C)nn(C)c1C (stereo not given) | 4% | i | 10% | -0.8 | -0.5% | -2% | -6% | 1% | -3%
29 | C[C@@H](O)CC#Cc1ccc2oc(=O)c(-n3cc(-c4ccsc4)nn3)cc2c1 | 3% | i | -20% | 0.8 | 19% | 12% | 1% | 12% | -14%
30 | CCC(=O)N1N=C(c2ccc(C)o2)CC1c1ccc(N(C)C)cc1 (stereo not given) | 9% | i | -27% | 0.0 | 0.3% | 4% | 0% | 0% | -2%

# 4 entries out of the list above, ordered by their value in TGFb inhibitor, ascending.
No.	molecule	TGFb inhibitor
20	COc1ccc(S(=O)(=O)N2CCOCC2)cc1NS(=O)(=O)c1ccc(F)c(F)c1	-2%
15	CCC(C)OC(=O)C(C)Oc1ccc(-c2ccccc2)cc1 (stereo not given)	4%
23	CC(C)COc1cccc(C(=O)NC(=S)NCc2cccnc2)c1	14%
13	COCCCNC(=O)CSc1nc2sc(C(=O)OC)c(C)c2c(=O)n1N	17%

# New compounds follow:
No. | SMILES | EPAC2 agonist | Akt phos inh | EPAC2 antag | CCT chaperon mod | Nrf2 ARE act | A549 tox | Mm-Cpn inhibitor | Nrf2 block | TGFb inhibitor
31 | CC1(C)CC(=O)C=C(Nc2ccccc2)C1 | 11% | i | -2% | -1.2 | -0.8% | -10% | 2% | 6% | 3%
32 | Cc1ccc(NC(=O)CN(C)C(=O)COC(=O)COc2ccc(C#N)cc2)cc1 | -2% | i | -1% | -1.9 | 0.1% | 0% | -1% | 12% | 0%
33 | CN(C(=O)c1ccc(NC(=O)c2ccco2)cc1)c1ccccc1 | 16% | i | -6% | -2.8 | 0.4% | 1% | 2% | 1% | -2%
34 | N#Cc1ccccc1COc1cccc2c1CCCC2O (stereo not given) | -2% | i | -11% | -0.8 | 0.8% | 1% | 0% | -5% | -18%
35 | COC(=O)[C@@H]1[C@@H](C#N)C2(c3ccccc3-c3ccccc32)N(c2ccc(Cl)cc2)N1C#N | 1% | i | 10% | -0.7 | 13% | -13% | 0% | -29% | ?
36 | O=C(CN1C(=O)C2C3C=CC(C3)C2C1=O)NC1CCCc2ccccc21 (stereo not given) | 0% | i | -4% | 0.2 | -0.1% | 3% | 0% | 21% | -2%
37 | COc1cccc(CN(c2ccccc2C(=O)O)S(=O)(=O)c2ccc(C)cc2)c1 | 1% | i | 8% | 0.2 | 0.1% | -3% | nt | -9% | ?
38 | CC1=C(C(N)=O)S(=O)(=O)c2ccccc21 | 5% | i | 2% | -4.1 | 0.2% | -3% | 2% | -5% | 7%
39 | COc1ccccc1/C=C/c1onc(C)c1S(=O)(=O)N1CCC(C(=O)NC(C)C)CC1 | -7% | i | 4% | -1.3 | 0.2% | 0% | 2% | -9% | -7%
40 | CC(C)(C)OC(=O)N1CCN(C(=O)Nc2ccc3c(c2)OCCO3)CC1 | 10% | i | 1% | -0.2 | 4.2% | -2% | 0% | -11% | 11%
41 | COc1cccc(-c2csc(N3CCN(CC(=O)NNC(=O)c4ccco4)CC3)n2)c1 | 6% | i | -12% | -2.0 | 5.2% | -6% | 1% | -23% | 3%
42 | COC(=O)C1=C(C(=O)OC)[C@@H]2N(C)c3ccccc3[C@@]23C[C@@H](C(=O)OC)N(C(=O)c2cccs2)C3=N1 | 17% | i | -12% | 1.0 | -0.2% | 4% | 1% | 4% | 1%
43 | CC1CCN(c2ccc(C(=O)O)cc2NS(=O)(=O)c2ccc(Br)cc2)CC1 | -5% | i | -5% | -1.8 | 4.5% | -17% | 1% | -8% | -11%
44 | CNC(=O)Nc1ccc2nc(C)oc2c1 | 6% | i | 2% | 0.5 | -1.0% | -2% | 0% | -4% | 1%
45 | COc1ccccc1-c1cnc(C(O)c2ccc(C)c(F)c2)[nH]1 (stereo not given) | 2% | i | -2% | 0.4 | 0.9% | nt | nt | nt | 0%
46 | Cc1cc(=O)oc2c3c(cc(OCC(=O)NCC(=O)N[C@H](C(=O)O)C(C)C)c12)OC(C)(C)CC3 | 3% | i | 1% | -2.7 | 0.7% | -2% | -5% | 5% | -1%
47 | Cc1[nH]n(-c2ccccc2)c(=O)c1/C=C1/C=c2ccccc2=N1 | 9% | i | 3% | -0.7 | 30% | 2% | -14% | 0% | 6%

# Some entries already given, limited to Akt phos inh.
item	structure	Akt phos inh
42	COC(=O)C1=C(C(=O)OC)[C@@H]2N(C)c3ccccc3[C@@]23C[C@@H](C(=O)OC)N(C(=O)c2cccs2)C3=N1	i
43	CC1CCN(c2ccc(C(=O)O)cc2NS(=O)(=O)c2ccc(Br)cc2)CC1	i
44	CNC(=O)Nc1ccc2nc(C)oc2c1	i
45	COc1ccccc1-c1cnc(C(O)c2ccc(C)c(F)c2)[nH]1 (stereo not given)	i

# High-throughput results as filed in PubChem BioAssay.

# Only part of the results is shown; count on the stated rates, not on these rows.
